Screening data as filed in PubChem.
CHX counter: Cycloheximide Counterscreen for Small Molecule Inhibitors of Shiga Toxin | cell reporter, cycloheximide protein synthesis inhibition counterscreen | max response, % | hit rate 12% among 300,000; in the data active means max response mostly above about 13%, no sharp cut-off; inactive means mostly below about 14%; further: read at 38.3 µM for the half of the compounds with a filed dose; 0% is about no effect
Pf growth 96h: Primary qHTS for delayed death inhibitors of the malarial parasite plastid, 96 hour incubation | P. falciparum luciferase reporter growth, 96 h | Potency, µM (doses to about 28.7 µM), inactives show top-dose activity change, negative = inhibition, actives largely listed as inhibitors | hit rate 6.9% among 320,000; further: potency means the concentration at half of the fitted maximal effect; on the % scale 0 is the no-effect control and ±100 the full control effect
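Delayed-death screen, second-generation endpoint: infected erythrocytes, 2% hematocrit, 0.05% parasitemia final; 96 hours at 37 C, 5% CO2; luciferase detection reagent; luminescence decrease equals reduced growth.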
Shiga toxin inh: A qHTS for Small Molecule Inhibitors of Shiga Toxin. Vero cells, Shiga toxin protein synthesis inhibition reporter. inhibition, % at 38.7 µM. hit rate 9.2% among 290,000. AID 2315, 2010; in the data active means inhibition mostly above about 28%, no sharp cut-off; inactive means mostly below about 43%; further: 0% is about no effect
Tb PYK inh: qHTS of Trypanosoma Brucei Inhibitors | pyruvate kinase (Trypanosoma brucei), Q57TT1 | TbPYK enzyme, Kinase-Glo Plus ATP luminescence, 45 min | Potency, µM (doses to about 76.8 µM), without a hit: at the top dose activity, negative = inhibition, actives largely listed as inhibitors | hit rate 0.12% among 410,000 | AID 624173, 2012; further: potency means the concentration at half of the fitted maximal effect; on the % scale 0 is the no-effect control and ±100 the full control effect; nearly all actives have a fitted effect of over 50% in size
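T. brucei PYK with substrate was exposed to pin-transferred compounds across a concentration series, then started with 130 uM ADP (final). After 45 min at room temperature, Kinase-Glo Plus luminescence was read, normalized and curve-fitted.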
Pf growth 48h: Primary qHTS for delayed death inhibitors of the malarial parasite plastid, 48 hour incubation; P. falciparum luciferase growth in erythrocytes, 48 h; Potency, µM (doses to about 28.7 µM), inactives show top-dose activity change, negative = inhibition, hits mostly inhibitors; hit rate 5.9% among 310,000; AID 504832, 2011; further: potency means the concentration at half of the fitted maximal effect; on the % scale 0 is the no-effect control and ±100 the full control effect
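Read-out is firefly luciferase luminescence from an integrated reporter in P. falciparum, so falling signal marks reduced parasite growth. Infected erythrocytes were at 2% hematocrit and 0.1% parasitemia (final) in Albumax-supplemented RPMI 1640.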
HCV inh: qHTS Assay for Inhibitors of Hepatitis C Virus (HCV); Huh7.5.1 HCVcc-Cre infection, luciferase reporter, 44 h; Potency, µM (titrated, usually from 41.8 µM), without a hit: at the top dose activity change, negative = inhibition, hits mostly inhibitors; hit rate 3.4% among 340,000; AID 651820, 2012; further: potency means the concentration at half of the fitted maximal effect; on the % scale 0 is the no-effect control and ±100 the full control effect
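Reporter virus HCVcc-Cre (~0.5 moi) infects cells exposed to compound; seeding density 1,000 cells/well with 4 h settling beforehand. Luminescence, 15 sec read, taken 44 h post-infection following a 15 min RT substrate incubation.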
LmPK inh: qHTS Assay for Inhibitors of Leishmania Mexicana Pyruvate Kinase (LmPK); hit rate 0.37% among 290,000; purified LmPK, Kinase-Glo ATP luminescence, 1 h; Potency, µM (titrated, usually from 57.5 µM), for inactives: at the highest dose activity change, negative = inhibition, most hits filed as inhibitors; AID 1721, 2009; Q27686; further: potency means the concentration at half of the fitted maximal effect; on the % scale 0 is the no-effect control and ±100 the full control effect
Target sequence (Q27686 whole entry, looked up): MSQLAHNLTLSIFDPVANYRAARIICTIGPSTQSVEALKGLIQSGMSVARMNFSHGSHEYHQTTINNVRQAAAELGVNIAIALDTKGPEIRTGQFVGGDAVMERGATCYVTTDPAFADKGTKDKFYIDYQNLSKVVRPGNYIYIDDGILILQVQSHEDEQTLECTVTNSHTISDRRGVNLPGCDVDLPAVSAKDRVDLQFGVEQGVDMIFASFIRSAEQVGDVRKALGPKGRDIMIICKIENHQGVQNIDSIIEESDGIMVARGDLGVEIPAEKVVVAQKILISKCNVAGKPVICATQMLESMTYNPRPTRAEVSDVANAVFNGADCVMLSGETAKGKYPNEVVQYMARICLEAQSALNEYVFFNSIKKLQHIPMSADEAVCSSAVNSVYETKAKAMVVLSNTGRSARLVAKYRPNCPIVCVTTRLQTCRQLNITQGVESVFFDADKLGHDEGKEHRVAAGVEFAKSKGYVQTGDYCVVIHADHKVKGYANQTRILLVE
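Purified LmPK (0.1 nM) with 0.5 mM PEP and 0.1 mM ADP in imidazole buffer pH 7.2 with MgCl2/KCl, 1 h at room temperature. ATP formed was read by luciferase luminescence and normalized to no-enzyme and uninhibited controls.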
* = called active by the depositor; ? = inconclusive; · = not tested or not shown; [ ] = another dose, or the depositor's remark. Unless noted, the call rests on the fitted dose curve; in most records, active means well fitted curve in the direction sought with a large enough effect; inconclusive means small, poorly fitted or top-dose-only effect, or another doubt; inactive means no such curve, though single readings can be large; an effect the other way counts as inactive or inconclusive.

SMILES	CHX counter	Pf growth 96h	Shiga toxin inh	Tb PYK inh	Pf growth 48h	HCV inh	LmPK inh
COC(=O)N=Nc1c(O)n(Cc2ccccc2)c2ccccc12	-2	3%	13	1%	-16%	-24%	-4%
COc1cc(/C=N/NC(=O)c2cc3ccccc3[nH]2)ccc1O	7	?	14	-2%	?	-10%	-5%
COc1ccccc1-c1cc2nc(C)cc(C)n2n1	17	60%[activator]	57*	-4%	44%[activator]	11%	-5%
O=C(COC(=O)CCOc1ccccc1)NCc1ccco1	-5	2%	4	-3%	-8%	5%	-1%
O=C(NC(=S)Nc1nc(-c2ccc(Br)cc2)cs1)c1ccco1	1	4%	25	-6%	29%	2%	4%
O=C(CS(=O)CC(=O)N(CC(=O)NC1CCCC1)C1CCCC1)Nc1ccc(F)cc1 (configuration not stated)	-3	·	-17	-1%	0%	14%	2%
COc1ccccc1N1C(=O)C=C(Sc2nc(C)cc(C)n2)C1=O	-1	?	6	5µM*	?	22%	?
O=C(Cc1csc(Nc2nc(=S)[nH]c3ccccc23)n1)N1CCN(c2cccc(Cl)c2)CC1	2	19%	14	5%	?	11µM*	2%
CCCCN1CC(O)=C(c2nc(-c3ccc(Br)cc3)cs2)C1=N	0	?	23	-1%	?	3%	0%
CCc1cc(C(=O)N2CCCC(CCC(=O)NCc3cccc(OC)c3)C2)no1 (configuration not stated)	-2	43%[activator]	4	1%	7%	-9%	-5%
N=c1ccn(Cc2cccc(Cl)c2)cc1	1	?	-9	-5%	2.6µM*	2.5µM*	4%
CN1CCN(c2nc(NCc3ccco3)nc(N)c2[N+](=O)[O-])CC1	-2	3%	6	-2%	0%	22%	-1%
CCOc1ccc(N(CC(=O)NC(C)CC)S(C)(=O)=O)cc1 (configuration not stated)	-1	·	14	-5%	·	19%	0%
O=C(NCc1ccco1)c1ccc(CNc2c(N3CCCCC3)c(=O)c2=O)cc1	-3	10µM*	-17	-7%	6%	4%	0%
CCCc1cc(C(=O)Cc2nc3ccccc3s2)c(O)cc1O	12	?	24	-13%	?	6%	-3%
Cc1ccccc1N1CCN(C(=O)CN2C(=O)c3ccccc3C2=O)CC1	38*	·	198*	3%	29%	5%	3%
CC(C)(C)c1nnc(NC(=S)Nc2ccccc2)s1	37*	36%[activator]	115*	-5%	-3%	-17%	-3%
O=C(O)c1cnn(-c2ccccc2)c1-c1ccccc1	1	·	-9	12%	3%	26%	4%
Cc1noc(C)c1CSc1nnc(-c2cc(Cl)ccc2Cl)n1N	-4	40%[activator]	15	2%	21%	-24%	1%
COc1ccc(CNC(=O)CN2C(=O)CC(c3ccccc3)=Nc3ccccc32)cc1	8	-3%	-24	5%	1%	-9%	2%
c1ccc(Cn2nnc3c(Nc4ccc5c(c4)OCO5)nc(C4CC4)nc32)cc1	6	-21%	-1	-3%	?	?	4%
Cc1cc(C)nc(SCc2nnc(SCc3ccc([N+](=O)[O-])cc3)n2Cc2ccco2)n1	-3	0%	-14	-11%	?	?	0%
Cc1cc(C)cc(-n2c(SCC(=O)NCc3ccc4c(c3)OCO4)nc3ccccc3c2=O)c1	-3	?	-9	-2%	?	2%	0%
CCn1c(SCc2ccc(C)cc2)nnc1-c1cnccn1	-3	?	15	4%	?	1%	1%
CCOc1ccnc2c1c(=O)n(Cc1cc(OC)cc(OC)c1)c(=O)n2C	5	?	14	-7%	?	-17%	-5%
Cc1ccccc1-n1c(-c2ccoc2)nc2ccccc2c1=O	7	4.1µM*	12	2%	-21%	?	-1%
CC(=O)Nc1ccc(S(=O)(=O)NCCCc2ccccc2)cc1	4	-6%	·	0%	0%	2%	4%
COc1cccc(-c2nc3cc(C)ccc3o2)c1	47*	·	65*	-19%	140%[activator]	15%	14µM*
Cc1ccc(F)c(CNC(=O)C2CCC(=O)N(CCCN3CCCC3=O)C2)c1F (configuration not stated)	27	31%[activator]	12	-3%	3%	8%	-8%
CCn1ncc(Cl)c1C(=O)Nc1ccncc1	8	·	23	-2%	?	-1%	-2%

Rewritten bar-delimited: entries from further up
smiles | CHX counter | Pf growth 96h | Shiga toxin inh | Tb PYK inh | Pf growth 48h | HCV inh | LmPK inh
CCOc1ccnc2c1c(=O)n(Cc1cc(OC)cc(OC)c1)c(=O)n2C | 5 | ? | 14 | -7% | ? | -17% | -5%
Cc1ccccc1-n1c(-c2ccoc2)nc2ccccc2c1=O | 7 | 4.1µM* | 12 | 2% | -21% | ? | -1%

More compounds:
SMILES	CHX counter	Pf growth 96h	Shiga toxin inh	Tb PYK inh	Pf growth 48h	HCV inh	LmPK inh
N#CC1=C2SCCN2C(=O)C(C#N)C12CCCCC2 (configuration not stated)	4	2.1µM*	-12	2%	-8%	-9%	4%
COc1ccc2c(c1OC)C(=O)N(C(C)C(=O)O)C2=O (configuration not stated)	-1	44%[activator]	-5	-11%	-10%	7%	-6%
Cc1nc2ccccc2c(=O)n1-c1ccc(NS(=O)(=O)c2ccc(F)cc2F)cc1	·	17%	·	2%	?	10%	·
c1ccc(-c2ccncc2)nc1	·	-19%	·	0%	7%	3%	·
CCOC(=O)C1CCN(/C=C2/C(=O)NC(=O)N(Cc3ccco3)C2=O)CC1	1	4%	-13	-14%	·	18%	13%
COc1cc2c(cc1OC)-c1cc(NC3CCCCC3)nc(=O)n1CC2	-4	?	-6	5%	?	-9%	10%
O=C(/C=C/c1ccccc1)NCCC1=CCCCC1	38*	362%[activator]	40*	-6%	-28%	3%	1%
Cc1cc(NC(=O)CSc2nc(Cc3ccc(O)cc3)c(C)[nH]2)no1	16	-22%	-5	-3%	1%	24%	-2%
COc1ccc(Nc2cc(Nc3ccccc3)ncn2)cc1	31*	1%	49*	16%	94%[activator]	9%	0%
COC(=O)CSc1nnc(COc2cccc3ccccc23)o1	-3	-23%	-13	5%	95%[activator]	8%	1%
CS(=O)(=O)Nc1ccc(C(=O)Nc2ccc(S(=O)(=O)N3CCCCC3)cc2)cc1	2	?	-11	3%	-23%	-24%	-2%
O=C(NC1=NCCS1)c1cc(-c2ccc(F)cc2)nc2ccccc12	17*	30%	10	-6%	48%[activator]	?	-1%
CC1C(C)N1CC(O)Cn1ccnc1[N+](=O)[O-] (configuration not stated)	-4	?	-11	2%	0%	17%	5%
COc1ccc(CN(C(=O)c2cc3ccccc3oc2=O)C2CCCC2)cc1	-1	4%	12	4%	-17%	?	5%
COc1ccc2c(=O)c3c(=O)n(-c4ccccc4)c(-c4ccco4)nc3oc2c1	6	80%[activator]	-7	-11%	75%[activator]	-6%	-4%
O=C(CSc1nnc(-c2cccnc2)n1Cc1ccco1)N1c2ccccc2Sc2ccccc21	-2	?	-4	1%	?	-28%	0%
O=C(Nc1ncc2c(n1)CC(c1ccco1)CC2=O)c1ccco1 (configuration not stated)	10	36%[activator]	38	-5%	-1%	8%	-1%
COc1cccc(CNC(=O)CN(C)S(=O)(=O)c2cnc[nH]2)c1	-2	30%[activator]	-10	0%	10%	2%	-2%
CCc1ccnc(NS(=O)(=O)c2ccc3c(c2)CCO3)c1	-2	1%	-2	0%	22%	13%	3%
O=C(O)c1ccccc1-c1ccccc1C(=O)Nc1ccccc1-c1ccccc1	-4	-9%	-13	3%	26%	15%	2%
NC(=O)C1(N2CCCCC2)CCN(C(=S)Nc2ccc(F)cc2)CC1	-5	-16%	-5	-11%	-2%	40%[activator]	-3%
CCOC(=O)c1c(NC(=O)c2ccoc2C)sc2c1CCC2	-2	6%	-21	9%	4%	?	-4%
COc1ccc2nc(-c3ccccc3)cc(OC)c2c1	58*	109%[activator]	65*	11%	40%[activator]	?	7%
COC(=O)N/N=C/c1ccc(-c2cc(Cl)cc(Cl)c2)o1	-6	?	-3	-4%	?	-24%	-1%
COc1ccc(CCNS(=O)(=O)c2ccc3c(c2)oc(=O)n3C)cc1OC	-2	-21%	11	2%	-8%	1%	-1%
CC1C(=O)N2CCCc3cc(NS(=O)(=O)c4ccc(F)cc4)cc1c32 (configuration not stated)	·	-9%	·	0%	-3%	-5%	·
Cc1ccccc1OCCC(=O)Nc1cc(S(=O)(=O)N2CCOCC2)ccc1OC(C)C	0	13µM*	-10	-3%	15µM*	?	-1%
Cc1nc2ncnn2c(C)c1CCC(=O)Nc1ccc(S(=O)(=O)N2CCCCCC2)cc1	-2	?	-6	-5%	?	?	3%
Cc1ccc2cc(CCNC(=O)C(C)C)c(=O)[nH]c2c1	1	9%	2	-2%	20%	13%	0%
CCC(=O)Nc1ccc(/C(C)=N\NC(=O)c2ccc(OC)cc2)cc1	8	?	26	0%	-8%	18%	2%
O=C(COc1nsnc1N1CCOCC1)Nc1ccc(Cl)cc1	-2	-7%	3	-13%	11%	-7%	-1%
CCOC(=O)C1CCN(C(=O)c2ccc3c(c2)S(=O)(=O)c2ccccc2C3=O)CC1	9	-17%	21	5%	-24%	-9%	-2%
CC(C)C(=O)Nc1oc(-c2ccccc2)cc1C#N	-2	2.1µM*	20	4%	1.9µM*	-9%	-1%
CCOC(=O)c1c(CN(CC)CC)n(-c2ccccc2)c2ccc(O)cc12	-6	?	-2	2%	8.3µM*	-20%	3%
CCn1c(C)nc2c(C)[n+](CC(=O)c3ccc(Br)cc3)ccc21	25*	?	61*	2%	-98%	3%	0%
CC(C)On1c(SCC(=O)N(C)C)nc2ccccc2c1=O	-1	-1%	-4	-3%	?	8%	-1%
O=C(O)CSCC(=O)N1CCCN(c2nc3ccc(Cl)cc3s2)CC1	-3	-5%	21	1%	-17%	29%	-2%
Cc1ccccc1NS(=O)(=O)c1nnc(NC(=O)c2ccc(Br)cc2)s1	-9	56%	-4	2%	20%	6%	-16%
CC(C)CNC(=S)NNC(=O)c1ccco1	3	-25%	20	0%	5%	5%	-2%
CCCc1cc(=O)oc2cc(C)cc(OC(C)C(=O)NCCCN3CCOCC3)c12 (configuration not stated)	15	?	-4	3%	?	-6%	-2%
Cc1cc(-c2nnc(CSc3nnc(NC(=O)c4ccc(C(C)(C)C)cc4)s3)o2)ccc1[N+](=O)[O-]	23	91%[activator]	25	-3%	53%[activator]	?	4%
NC(=O)c1ccccc1NC(=O)CSc1nc2ccccc2c(=O)[nH]1	-4	-23%	2	3%	3%	-16%	-1%
Cc1cc(NC(=O)CCN2C(=O)c3ccccc3C2=O)no1	5	?	-3	3%	?	8%	1%
O=C(NNC(=O)c1ccc2ccccc2c1)Nc1ccc(F)cc1	-1	29%	14	1%	5%	6%	-5%
CCOC(=O)C(CN1CCCC1)c1ccccc1 (configuration not stated)	·	74%[activator]	·	3%	-30%	16%	·
CCOc1ccc(NC(=O)c2ccc(CN3CCc4ccccc4C3)cc2)cc1	1	5.2µM*	2	-5%	-10%	2µM*	-2%

Three compounds out of the list, sorted by length of the SMILES, ascending.
SMILES	CHX counter	Pf growth 96h	Shiga toxin inh	Tb PYK inh	Pf growth 48h	HCV inh	LmPK inh
O=C(NC1=NCCS1)c1cc(-c2ccc(F)cc2)nc2ccccc12	17*	30%	10	-6%	48%[activator]	?	-1%
O=C(O)c1ccccc1-c1ccccc1C(=O)Nc1ccccc1-c1ccccc1	-4	-9%	-13	3%	26%	15%	2%
c1ccc(Cn2nnc3c(Nc4ccc5c(c4)OCO5)nc(C4CC4)nc32)cc1	6	-21%	-1	-3%	?	?	4%
